From PubChem
DDE Tn7 FP inh – inhibitors of Tn7 peptide binding to fibrin DD(E), primary screen, biochemical, fluorescence polarization, human fibrin, Tn7 probe. Fibrinogen beta chain (Homo sapiens), P02675. FP displacement of FITC-Tn7 peptide from fibrin DD(E); 0% = median of compound wells per plate. inhibition, % at 8.3 µM. 0.13% of 370,000 active. AID 720508, 2013;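 active = inhibition above the mean of compounds falling within the control limits plus 3 SD of them, cut at about 14% in these data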;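 note: 0% = plate median of compound wells and 100% = 10 µM Aha-Tn7 peptide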
Target sequence (P02675 whole entry, looked up): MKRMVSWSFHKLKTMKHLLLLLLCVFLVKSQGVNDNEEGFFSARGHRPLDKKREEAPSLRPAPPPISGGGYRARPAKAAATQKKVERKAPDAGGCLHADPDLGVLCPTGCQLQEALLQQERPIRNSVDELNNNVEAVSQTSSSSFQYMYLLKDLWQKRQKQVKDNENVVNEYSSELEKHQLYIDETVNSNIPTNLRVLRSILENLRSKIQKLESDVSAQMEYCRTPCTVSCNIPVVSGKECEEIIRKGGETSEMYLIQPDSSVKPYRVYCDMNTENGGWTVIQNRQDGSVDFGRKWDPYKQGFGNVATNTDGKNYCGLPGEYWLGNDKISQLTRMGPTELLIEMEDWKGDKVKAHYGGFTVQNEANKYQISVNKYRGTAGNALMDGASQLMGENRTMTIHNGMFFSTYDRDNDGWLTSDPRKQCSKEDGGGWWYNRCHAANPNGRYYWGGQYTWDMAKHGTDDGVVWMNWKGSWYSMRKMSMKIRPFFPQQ
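Assay system: Human clot-derived fibrin DD(E) complex | Buffer or medium: Tris/NaCl/CaCl2 buffer, pH 7.8 | Repeats: One replicate per compound | Benchmarks: Aha-Tn7 high control | Measure: % inhibition scaled between sample-field median and high-control FP | Schedule: 10 min plus 3 h, room temperature | Signal: Fluorescence polarization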
ADAM17 inh – ADAM17 inhibitors, primary screen, biochemical, QFRET. Disintegrin and metalloproteinase domain-containing protein 17 (Homo sapiens), P78536. recombinant ADAM17, EDANS/DABCYL FRET peptide cleavage. inhibition, % at 6.95 µM. 0.83% of 370,000 active;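 active = inhibition above the mean of compounds lying between control limits plus 3 SD, set per campaign, cut at about 8.5% in these data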;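 note: 0% = DMSO-only wells as the low control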
proKLK7 act – proKLK7 zymogen activators, primary screen, biochemical, fluorescence intensity | activation, % at 7 µM | 0.9% of 370,000 active | purified proKLK7, EDANS-DABCYL substrate fluorescence; 100% is mature enzyme control, 0% vehicle | Kallikrein-7 (Homo sapiens), P49862;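 active = activation above the mean of all tested compounds plus 3 SD, computed per campaign excluding outliers beyond control limits, cut at about 13% in these data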
MBD2 inh – inhibitors of MBD2 binding to methylated DNA, primary screen, biochemical, TR-FRET, DNA-binding domain, human | MBD2 binding to methylated oligonucleotide | inhibition, % at 4.4 µM | 0.31% of 370,000 active; in the data active = inhibition above about 13%
Target sequence (Q9UBB5 whole entry, looked up, the tested form may be a part): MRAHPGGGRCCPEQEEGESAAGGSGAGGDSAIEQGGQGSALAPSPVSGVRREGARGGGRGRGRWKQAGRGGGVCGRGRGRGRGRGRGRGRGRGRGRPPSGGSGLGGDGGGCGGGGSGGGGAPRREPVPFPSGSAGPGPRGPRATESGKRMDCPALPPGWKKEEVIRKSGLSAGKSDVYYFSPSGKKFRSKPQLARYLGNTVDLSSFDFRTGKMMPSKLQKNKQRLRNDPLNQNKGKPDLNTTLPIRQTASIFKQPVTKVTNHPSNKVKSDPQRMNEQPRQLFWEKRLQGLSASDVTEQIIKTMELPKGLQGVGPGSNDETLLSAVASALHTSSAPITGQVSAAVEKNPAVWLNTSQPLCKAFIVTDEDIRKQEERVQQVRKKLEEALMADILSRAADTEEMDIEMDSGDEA
DDE Tn6 FP inh – inhibitors of Tn6 peptide binding to fibrin DD(E), primary screen, biochemical, fluorescence polarization, human fibrin, Tn6 probe; Fibrinogen beta chain (Homo sapiens), P02675; Fibrin DD(E) TRITC-Tn6 fluorescence polarization displacement; inhibition, % at 8.3 µM; 0.21% of 370,000 active; AID 720509, 2013;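 active = inhibition above a per-campaign cutoff: mean of compounds within control limits plus 3 SD, cut at about 15% in these data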;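 note: 0% = median of all compound wells on the plate and 100% = blocking peptide control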
PLC-beta3 inh – human PLC-beta3 inhibitors, primary screen, biochemical, fluorescence; 1-phosphatidylinositol 4,5-bisphosphate phosphodiesterase beta-3 (Homo sapiens), Q01970; Purified PLC-beta3, fluorogenic substrate; inhibition, % at 12.2 µM; 0.18% of 370,000 active; in the data active = inhibition above about 11%;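 note: 0% = median of compound wells on plate and 100% = full blocker control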
ASAP1 inh – inhibitors of human ASAP1 ArfGAP activity, primary screen, biochemical, fluorescence polarization | ASAP1-stimulated ARF1 GTP hydrolysis, GDP FP detection | 0.19% of 360,000 active | inhibition, % at 16.5 µM | AID 624377, 2012 | Arf-GAP with SH3 domain, ANK repeat and PH domain-containing protein 1 (Homo sapiens), …; in the data active = inhibition above about 25%;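 note: 0% = vehicle with enzyme and substrate and 100% = no enzyme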
ARFGAP1 inh – inhibitors of rat ARFGAP1 GAP activity, primary screen, biochemical, fluorescence polarization, GDP tracer. 0.26% of 360,000 active. inhibition, % at 16.5 µM. Arfgap1-stimulated ARF1 GTP hydrolysis, GDP FP detection. ADP-ribosylation factor GTPase-activating protein 1 (Rattus norvegicus), Q62848. AID 651572, 2012;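 active = inhibition above a per-plate limit, mean inhibition of low control wells plus 3 SD, cut at about 25% in these data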;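 note: 0% = DMSO wells with enzyme and 100% = wells lacking Arfgap1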
Target sequence (Q62848 1-136 limits assumed): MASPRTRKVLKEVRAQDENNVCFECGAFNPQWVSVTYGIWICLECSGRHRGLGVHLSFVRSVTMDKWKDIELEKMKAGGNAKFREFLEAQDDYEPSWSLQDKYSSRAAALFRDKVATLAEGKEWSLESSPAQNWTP
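System: truncated rat Arfgap1 GAP domain / Medium: HEPES-based buffer, pH 7.5 / Also added: N-terminally truncated human ARF1-GTP substrate / Incubation: enzyme reaction 120 min at 25 °C after 20 min preincubation / Measured by: FP of antibody-bound GDP Alexa 633 tracer, ex 620/em 688 nm / Replicates: singlicate, each compound tested once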
PLC-gamma1 inh – PLC-gamma1 enzyme inhibitors, primary screen, biochemical, fluorescence, purified enzyme. AID 720700, 2013. 0.84% of 370,000 active. 1-phosphatidylinositol 4,5-bisphosphate phosphodiesterase gamma-1 (Homo sapiens), P19174. fluorogenic substrate. inhibition, % at 12.2 µM; in the data active = inhibition above about 9.5%
UHRF1 MBD2 ctr – UHRF1 methylated DNA binding inhibitors, primary screen, counter-screen for MBD2 inhibitor project, biochemical, TR-FRET, human UHRF1, single concentration. E3 ubiquitin-protein ligase UHRF1 (Homo sapiens), Q96T88. UHRF1 binding to methylated oligo. inhibition, % at 4.4 µM. 0.75% of 370,000 active. AID 687016, 2013; in the data active = inhibition above about 21%;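 note: UHRF1 SRA domain binding a hemimethylated CpG hairpin DNA probe; 0% = median of test compound wells and 100% = reference inhibitor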
The depositor's hits bear a star; . = not tested or not shown.

Structure	DDE Tn7 FP inh	ADAM17 inh	proKLK7 act	MBD2 inh	DDE Tn6 FP inh	PLC-beta3 inh	ASAP1 inh	ARFGAP1 inh	PLC-gamma1 inh	UHRF1 MBD2 ctr
CCCCOc1ccc(NC(=O)Cn2c(=O)ccc3c(C)cc(C)nc32)cc1	9	-4	0.2	2	6	2	1	-3	2	2
C=CCN1C(=O)C(Cc2ccc(OC)cc2)SC1=Nc1ccc(C(=O)O)cc1 (stereo not given)	5	-1	0.4	0	8	0	6	-20	-1	4
CC(=O)c1cccc(Nc2nc(-c3cccnc3)cs2)c1	-4	1	0.1	0	1	-5	-19	8	3	-2
COC(=O)[C@]1(C)CCC[C@@]2(C)C3CC[C@@]4(C)C[C@]3(CCC21)CC(=O)N4Cc1ccc(OC)cc1 (stereo not given in full)	1	8	1.0	1	-9	3	21	-7	4	3
Cc1ccc(CS(=O)Cc2ccc(C(=O)NCc3ccccc3Br)o2)cc1 (stereo not given)	2	-4	0.3	-2	-3	-6	7	8	0	15
CSCc1c(C(=O)OCC(=O)c2ccc[nH]2)oc2ccccc12	3	2	-1.1	12	9	-11	19	2	-4	19
O=C(C1CCCC1)N1CCC(CO)(Cc2ccccc2Cl)CC1	1	2	-0.4	1	2	1	7	4	4	0
CCOc1ccc(CCNC(=O)COC(=O)c2nc(Cl)ccc2Cl)cc1OCC	-8	-2	-0.1	1	0	-5	2	18	-2	0
C/C(CCc1ccc2c(c1)OCO2)=N\NC(=O)c1ccccc1Cl	1	-2	-0.5	0	-1	1	1	-10	1	-2
CC(=O)c1ccc(NC(=O)c2cc(S(=O)(=O)N3CCOCC3)ccc2C)cc1	0	1	0.3	-1	3	3	2	-1	4	-2
CCN(CC)S(=O)(=O)c1ccc2c(c1)nc(CCC(=O)Nc1ccc3c(c1)OCO3)n2CC	-8	8.9*	0.6	-4	4	1	-2	2	2	0
CN(C)CCCNC(=S)/N=c1\sccn1Cc1ccccc1Cl	0	1	0.3	3	0	3	-8	-8	2	-2
CC1(C)C/C(=N\O)C(C(O)c2cccc([N+](=O)[O-])c2)C(C)(C)N1 (stereo not given)	3	-4	0.2	0	4	-4	13	2	1	4
COc1ccc(CNC(=O)CN2CCN(c3ccccc3O)CC2)cc1OC	2	-2	-0.3	-4	-3	-6	0	-4	4	-1
Cc1ccc(Nc2c(F)c(F)c(F)c(F)c2C(=O)O)cc1	2	-4	-0.3	4	2	-3	8	15	-1	1
COc1ccc(C(CC(=O)NCCCN2CCOCC2)NS(=O)(=O)c2ccc(C)cc2)cc1 (stereo not given)	0	0	0.3	-2	-6	4	-2	13	3	3
Cc1nc2ccccn2c1-c1csc(NCc2ccco2)n1	6	-9	0.7	2	3	-45	-1	12	-38	-2
Cc1ccc(NC(=S)c2ccc(N(C)C)cc2)cc1	5	-8	-0.9	-3	6	-6	-3	-6	-9	0
O=C1C=C(c2cccs2)C[C@H](c2ccccc2)[C@H]1n1nnc([N+](=O)[O-])n1	0	-2	-0.9	-5	2	-3	-1	5	-1	-4
Cc1nnc(SC(C)C(=O)Nc2ccc3ccccc3c2)n1C (stereo not given)	2	2	-0.1	2	5	-4	-7	3	6	1
Cc1c(Cl)cccc1NC(=O)CC1SC(=NCC2CCCO2)NC1=O (stereo not given)	6	-4	-0.2	3	-4	-2	0	5	1	3
COc1ccc(N(Cc2ccccc2)S(=O)(=O)c2cccc(C(=O)Nc3ccccn3)c2)cc1	-3	4	0.4	-3	-5	-7	0	0	1	1
Nc1cccc2c1C(=O)N(C(=O)c1ccco1)C2=O	1	-22	32*	5	-3	-413	5	-7	-299	-2
CCCC(=O)N1CCC1(C)C(=O)Nc1ccc(OC)c(OC)c1 (stereo not given)	2	-2	0.2	-1	6	3	-11	2	1	0
Cc1cc(C)nc(N2CCC(C(=O)N(C)CCc3ccccn3)CC2)n1	-10	-10	0.6	2	-1	-6	.	.	0	1
Cc1cc2oc(=O)cc(CN3CCCCC3)c2cc1Cl	2	-4	-0.5	2	3	-2	0	-7	-1	-4
O=C(CCc1ccc(S(=O)(=O)N2CCOCC2)cc1)OCc1nc2ccccc2s1	1	2	-0.1	8	-7	7	1	7	-119	3
O=S1(=O)NC(c2ccccc2)CC(CC2CCCCC2)O1 (stereo not given)	1	-2	-0.1	2	6	-1	14	7	1	-1
Cc1cc(=O)n(C)c2ccccc12	1	-3	0.2	2	1	-4	2	-1	0	-2
COc1ccc(NC(=O)c2ccc3c(=O)n(-c4ccc(OC)cc4OC)c(=S)[nH]c3c2)cc1	-11	9.1*	-0.4	0	-7	-4	6	-1	2	7
O=C(CC12CC3CC(CC(C3)C1)C2)NCc1ccco1	-3	2	0.1	-3	-7	1	1	9	1	-3
CCN(CC)C(=O)COc1ccc2oc(C)c(C(=O)OC)c2c1	4	-2	1.3	2	1	0	11	-8	1	-3
S=C(NCCCN1CCOCC1)NC1CC1	5	-5	-0.6	-7	-6	1	-4	-4	-2	-1
CN(CCc1ccccn1)C(=O)c1cc2ccccn2n1	4	-1	0.1	1	2	-5	.	.	-2	4
COc1cc(CN2CCC(CO)(Cc3cccc(C(F)(F)F)c3)CC2)ccc1F	8	-8	-0.4	-7	3	-5	4	5	5	2
Cc1ccn2c(c1)nc(=O)c1cc(S(=O)(=O)N3CCC(C)CC3)ccc12	1	-53	1.7	-2	7	-33	-10	5	-20	2
Cn1cc(CC(=O)NCCCN2CCOCC2)c2ccccc21	-2	1	0.2	-3	3	4	4	-8	2	-2
CC(=O)N1CCN(C(=O)c2ccc3c(c2)OCO3)CC1	-5	-3	-0.2	-1	7	2	-5	-4	0	1
CCN1CCc2c(OCC(=O)Nc3cccc(C)c3C)cccc2C1=O	3	-6	0.4	2	-3	-5	9	5	-1	-5
O=C(Cn1cnc2ccccc2c1=O)NCC(=O)N1CCN(c2ccccn2)CC1	1	-6	-0.8	4	-6	0	-5	5	-3	2
C#CCOCCOCCOCCNc1nc(N2CCN(C(=O)Cn3cc(CCCN=C(N)N)nn3)CC2)nc(N2CCN(C(=O)[C@H]([C@@H](C)CC)n3cc(CCCCN)nn3)CC2)n1	3	-1	0.1	-2	1	2	8	4	-2	2
O=C(NCc1ccccc1Cl)C1CCCN(S(=O)(=O)c2cccc3nsnc23)C1 (stereo not given)	0	-2	0.1	0	-3	-1	6	11	-1	-2
CC(c1ccco1)N(C(=O)c1ccccc1NS(=O)(=O)c1ccc(Cl)cc1)c1ccccn1 (stereo not given)	-9	-2	1.1	2	0	-10	5	-2	-12	8
CCCCCCC1C(C#N)=C(N)OC2=C1C(=O)CCC2 (stereo not given)	3	-7	0.6	12	1	-20	8	3	-13	0
Cn1cc(C(=O)c2cccc(Cl)c2Cl)cc1C#N	-1	0	0.0	3	-3	-1	0	5	4	1
CCCCN1CN(Cc2ccco2)CNC1=S	2	-3	0.2	-3	7	1	-3	-10	4	0
COc1ccccc1C1(O)C(=O)Nc2ccc(C)cc21 (stereo not given)	0	-2	-0.3	0	-1	-3	-1	-7	1	0
C#CCOc1nc(Nc2cccc([N+](=O)[O-])c2)nc(OCC#C)n1	5	3	0.7	-3	1	0	3	10	1	1
CCOC(=O)c1ccc(NCC(O)COc2ccccc2)cc1 (stereo not given)	4	1	-0.4	1	5	0	3	-13	-35	-1
Cc1ccc(NC(=O)c2ccco2)c(NC(=O)c2ccc(Cl)cc2)c1	5	4	0.3	-1	-5	-1	5	13	2	1

(continued)
Structure	DDE Tn7 FP inh	ADAM17 inh	proKLK7 act	MBD2 inh	DDE Tn6 FP inh	PLC-beta3 inh	ASAP1 inh	ARFGAP1 inh	PLC-gamma1 inh	UHRF1 MBD2 ctr
O=C(NCCN1CCCCC1)c1cc(Cl)ccc1Cl	-6	-2	-0.1	-4	7	-3	1	4	3	-2
Cn1ncc(C#N)c1NC(=O)C1CC(c2c(F)cccc2Cl)=NO1 (stereo not given)	-3	-5	-0.8	2	0	2	4	6	1	4
CC(C)(Oc1ccc(Cl)cc1)C(=O)Nc1ccncc1	8	-3	-0.2	4	3	4	-16	9	0	-1
Cc1cc(NC(=O)COC(=O)C2CCN(S(=O)(=O)c3ccccc3)CC2)c([N+](=O)[O-])cc1C	-5	6	-0.6	-5	0	-2	1	-14	2	-4
O=S(=O)(CCc1nnc(-c2ccc(Br)cc2)o1)c1ccc(Cl)cc1	-9	-1	0.2	-7	6	5	-11	7	5	-4
CCCCc1ccc2nc(NC(=O)c3ccc(Br)o3)sc2c1	6	-8	.	0	2	-126	.	.	-87	-2
O=C(Nc1ccc(C(=O)N2CCN(c3ccccc3)CC2)cc1)C1=CSCCO1	0	-3	0.4	-6	1	-5	-6	4	0	-2
CCOC(=O)C1CCN(S(=O)(=O)c2ccc(Cl)cc2)CC1	3	-9	0.5	1	-5	-3	6	8	0	1
O=C1CCCC(O)=C1N=Nc1ccc2ncsc2c1	-2	4	0.1	-14	-1	-7	8	0	-2	-9
O=C(CN1C2CCCC1CC(NC(=O)c1ccccc1)C2)Nc1ccccc1 (stereo not given)	-8	4	1.0	5	3	5	-4	-7	4	3
Cc1c(NC(=O)COC(=O)CCc2c[nH]c3ccccc23)c(=O)n(-c2ccccc2)n1C	-6	2	0.1	2	1	-10	9	4	-1	-2
COc1ccc(CCNC(=O)CN(Cc2ccc(Cl)cc2)S(C)(=O)=O)cc1	-1	-1	-0.7	1	6	-3	-11	-2	-1	-1

Complete entries from above:
Cc1ccc(NC(=O)c2ccco2)c(NC(=O)c2ccc(Cl)cc2)c1 is entered as DDE Tn7 FP inh: 5; ADAM17 inh: 4; proKLK7 act: 0.3; MBD2 inh: -1; DDE Tn6 FP inh: -5; PLC-beta3 inh: -1; ASAP1 inh: 5; ARFGAP1 inh: 13; PLC-gamma1 inh: 2; UHRF1 MBD2 ctr: 1
O=C(NCc1ccccc1Cl)C1CCCN(S(=O)(=O)c2cccc3nsnc23)C1 (stereo not given) is entered as DDE Tn7 FP inh: 0; ADAM17 inh: -2; proKLK7 act: 0.1; MBD2 inh: 0; DDE Tn6 FP inh: -3; PLC-beta3 inh: -1; ASAP1 inh: 6; ARFGAP1 inh: 11; PLC-gamma1 inh: -1; UHRF1 MBD2 ctr: -2
